# Bioassay records from PubChem BioAssay.
# All columns: NCI-60 one-dose screen, growth in % after 48 h at 10 µM unless noted; 100 = growth as untreated, 0 = no growth, -100 = all killed.
# SNB-19: SNB-19 CNS cancer cells; hit rate 2.5% among 81,000
# A498: A498 renal cancer cells. hit rate 5.4% among 76,000. AID 1794774
# U251: U251 CNS tumor cells. hit rate 5.4% among 80,000
# SF-295: SF-295 CNS cancer cells; AID 1794758; hit rate 5.6% among 79,000
# SNB-75: SNB-75 CNS cancer | hit rate 5% among 79,000 | AID 1794750
# SF-539: SF-539 CNS cancer; hit rate 6.8% among 81,000; AID 1794752
# NCI-H23: NCI-H23 lung cancer; hit rate 4% among 80,000
# SF-268: SF-268 CNS cancer cells. hit rate 3.1% among 82,000. AID 1794759
# CAKI-1: CAKI-1 renal cancer | AID 1794772 | hit rate 4.7% among 75,000
# * marks the source's active call; other numbers are inactive results; nt = not tested or not shown; & = joins results of further samples. How the source made its calls: active means growth percent below 10; inactive means the rest.
SMILES,SNB-19,A498,U251,SF-295,SNB-75,SF-539,NCI-H23,SF-268,CAKI-1
CC(C)OC(=O)Nc1cccc(C#N)c1,108,82,96,101,112,99,96,103,101
CC(C)Sc1nc(Nc2ccc([N+](=O)[O-])cc2)c(C#N)c(-c2ccccc2)n1,94,66,85,92,88,96,102,84,86
Nc1nc(=O)n([C@H]2C[C@H](O)[C@@H](CO)O2)cc1CO,14,122,108,105,119,102,92,109,108
CCCCOc1ccc(OC(=O)Nc2cc(Cl)ccc2OC)cc1,90,102,83,92,62,76,89,89,47
CCOC(=O)C(Nc1ccc(F)cc1)c1ccc(N(CC)CC)cc1 (stereo not given),97,79,91,91,88,nt,92,94,90
COc1cc(C(=O)O)cc(OC)c1OC(C)=O,96,96,97,115,85,91,99,100,97
Cc1ccc(C(=O)NC(=S)N2CCN(c3ncnc4c3cnn4-c3ccccc3)CC2)cc1,84,101,69,39,62,52,59,62,68
C[N+](C)(C)CCOC(=O)c1ccc(OCc2ccccc2F)cc1,96,107,104,102,96,103,99,103,103
O=C1c2ccccc2C(=O)c2c(SC(=S)N3CCCC3)cccc21,91,94,107,99,112,98,88,106,79
O=C1[C@H]2Cc3c([nH]c4ccccc34)[C@@H](c3ccc(Cl)cc3)N2C(=O)CN1C1CCN(Cc2ccccc2)CC1,67,75,64,65,80,64,74,50,38
C=C(C)[C@@H]1CC[C@]2(C(=O)O)CC[C@]3(C)[C@H](CC[C@@H]4[C@@]5(C)CC[C@H](OC(=O)c6cccnc6)C(C)(C)[C@@H]5CC[C@]43C)[C@@H]12,85,nt,96,92,107,102,87,95,87
O=C(/C=C/c1cn(-c2ccccc2)nc1-c1cccc(Nc2ccnc3cc(Cl)ccc23)c1)c1ccc2c(c1)OCO2,104,92,89,115,101,96,101,90,100
COc1ccc(NC(=O)C2C/C(=C/N(C)C)C(=O)N2)cc1 (stereo not given),109,112,102,98,96,99,107,106,nt
COc1ccc(NC(=O)Cn2c(/C=C/c3ccccc3)nc3ccccc3c2=O)cc1,96,81,46,82,nt,22,80,86,101
O=C(O)c1ccc(-c2nn(-c3ccc(C(=O)O)cc3)cc2CO)cc1,115,103,106,96,95,99,98,94,nt
COc1ccc(N)cc1S(=O)(=O)O,95,118,100,101,96,90,94,117,90
N#Cc1cc(C#N)nc(Cl)n1,92,100,95,110,97,108,98,106,102
Cn1c(=O)c2c(nc(Sc3nc(N)cc(=O)[nH]3)n2CC(=O)N2CCc3ccccc32)n(C)c1=O,92,95,nt,101,79,95,93,82,70
CCC(=O)Oc1ccc(C(C)CCC(C)c2ccc(OC(=O)CC)cc2)cc1 (stereo not given),102,78,89,102,95,93,99,89,98
Cc1ccc(-c2nc3ccccc3c(=O)o2)cc1,102,117,103,96,88,102,115,105,92
O=C(NCCCn1ccnc1)c1nc(-c2ccc(C(F)(F)F)cc2)no1,104,88,93,93,97,98,86,99,87
COc1ccc(-c2c3c(nn2-c2ccccc2)CCc2cnoc2-3)cc1,86,70,39,84,75,74,85,82,67
CSc1nc(N)c(C=O)c(=O)n1C,108,143,103,110,58,112,104,113,128
CCOC(=O)c1n[nH]n2c1nc(=O)c1sc3ccccc3c12,110,117,96,102,93,99,86,114,75
COc1cc(-c2cn(-c3ccc(-n4cc(-c5ccc(Cl)cc5)[nH]c4=O)cc3)c(=O)[nH]2)cc(OC)c1OC,109,92,101,131,122,91,118,106,117
O=C1c2ccccc2N=C(NO)[C@@H]2CCCN12,96,103,96,98,94,103,100,101,nt
COc1cc(/C=N\NC(=O)CN2CCN(c3cc4c(cc3F)c(=O)c(C(=O)N/N=C/c3ccc(O)c(OC)c3)cn4C3CC3)CC2)ccc1O,55,85,55,90,nt,87,54,59,83
O=C(NCc1ccc(Cn2c(=O)sn(-c3ccccc3)c2=O)cc1)OCc1ccc2c(Br)cc(Br)c(O)c2n1,19,-42*,-84*,9.8*,-94*,-94*,-47*,-60*,-75*
COc1ccccc1N1CCN(CCCOc2ccc(OCCCN3CCN(c4ccccc4OC)CC3)c(C(=O)c3cc(OC)c(OC)c(OC)c3)c2)CC1,102,122,118,109,120,107,95,110,nt
COc1cc(OC)c2c(c1)O[C@@]1(OC)[C@H](c3ccccc3)C[C@H](O)[C@@]21O,102,109,99,90,90,96,97,99,96
COc1ccc(-n2ncc3c2CCc2cccnc2-3)cc1,103,70,101,93,102,97,106,105,96
O=C(Oc1ccc2c(c1)sc1nc(-c3ccccc3)[nH]c(=O)c12)C(F)(F)F,46,24,29,52,11,28,53,44,19
CN(C)C=NCCc1ccccc1,99,92,96,90,89,106,101,109,94
COC(=O)c1ccc(-c2ccccc2)cc1,107,63,96,101,104,110,99,103,100
Cc1ccc2oc3nc(C)c(C(=O)NCc4ccccc4)cc3c(=O)c2c1,83,104,79,42,88,99,84,95,60
O=C(O)c1cccc(F)n1,104,85,104,102,92,103,99,94,99
CS(=O)(=O)c1ccc(C(=O)c2ccc(Cl)cc2)cc1,97,94,100,93,91,93,94,95,89
NNc1nc2ccccc2s1,108&106,118,104&108,94&102,75&86,93&95,89&93,101&101,92&95
CC1(C)[C@H]2CC[C@@]1(C)C(=O)C2,101,108,99,80,109,107,102,94,nt
COC(=O)Oc1nn(C(=O)OC)c(=O)c2ccccc12,120,96,96,97,102,99,99,98,105
O=C(NNC(=S)Nc1ccccc1)c1cccnc1,99,103,101,106,77,112,93,98,97
COC(c1ccc2ccccc2c1)C(C)C(F)F (stereo not given),101,100,102,97,96,95,96,100,96
CCOC(=O)c1cc(C(=O)c2cc(OC)c(OC)c(OC)c2)n2ncc3ccccc3c12,88,74,81,73,79,87,82,84,nt
CCOC(=O)c1ccc(NC(=O)CSc2nnc(Cc3ccccc3Nc3c(Cl)cccc3Cl)o2)cc1,95,104,98,93,76,96,95,87,89
CC(=O)c1nnn(-c2ccc(S(N)(=O)=O)cc2)c1C,93,91,98,100,nt,99,99,93,90

# 22 neighbouring compounds out of the list so far, for reference:
SMILES,SNB-19,A498,U251,SF-295,SNB-75,SF-539,NCI-H23,SF-268,CAKI-1
CCOC(=O)c1n[nH]n2c1nc(=O)c1sc3ccccc3c12,110,117,96,102,93,99,86,114,75
COc1cc(-c2cn(-c3ccc(-n4cc(-c5ccc(Cl)cc5)[nH]c4=O)cc3)c(=O)[nH]2)cc(OC)c1OC,109,92,101,131,122,91,118,106,117
O=C1c2ccccc2N=C(NO)[C@@H]2CCCN12,96,103,96,98,94,103,100,101,nt
COc1cc(/C=N\NC(=O)CN2CCN(c3cc4c(cc3F)c(=O)c(C(=O)N/N=C/c3ccc(O)c(OC)c3)cn4C3CC3)CC2)ccc1O,55,85,55,90,nt,87,54,59,83
O=C(NCc1ccc(Cn2c(=O)sn(-c3ccccc3)c2=O)cc1)OCc1ccc2c(Br)cc(Br)c(O)c2n1,19,-42*,-84*,9.8*,-94*,-94*,-47*,-60*,-75*
COc1ccccc1N1CCN(CCCOc2ccc(OCCCN3CCN(c4ccccc4OC)CC3)c(C(=O)c3cc(OC)c(OC)c(OC)c3)c2)CC1,102,122,118,109,120,107,95,110,nt
COc1cc(OC)c2c(c1)O[C@@]1(OC)[C@H](c3ccccc3)C[C@H](O)[C@@]21O,102,109,99,90,90,96,97,99,96
COc1ccc(-n2ncc3c2CCc2cccnc2-3)cc1,103,70,101,93,102,97,106,105,96
O=C(Oc1ccc2c(c1)sc1nc(-c3ccccc3)[nH]c(=O)c12)C(F)(F)F,46,24,29,52,11,28,53,44,19
CN(C)C=NCCc1ccccc1,99,92,96,90,89,106,101,109,94
COC(=O)c1ccc(-c2ccccc2)cc1,107,63,96,101,104,110,99,103,100
Cc1ccc2oc3nc(C)c(C(=O)NCc4ccccc4)cc3c(=O)c2c1,83,104,79,42,88,99,84,95,60
O=C(O)c1cccc(F)n1,104,85,104,102,92,103,99,94,99
CS(=O)(=O)c1ccc(C(=O)c2ccc(Cl)cc2)cc1,97,94,100,93,91,93,94,95,89
NNc1nc2ccccc2s1,108&106,118,104&108,94&102,75&86,93&95,89&93,101&101,92&95
CC1(C)[C@H]2CC[C@@]1(C)C(=O)C2,101,108,99,80,109,107,102,94,nt
COC(=O)Oc1nn(C(=O)OC)c(=O)c2ccccc12,120,96,96,97,102,99,99,98,105
O=C(NNC(=S)Nc1ccccc1)c1cccnc1,99,103,101,106,77,112,93,98,97
COC(c1ccc2ccccc2c1)C(C)C(F)F (stereo not given),101,100,102,97,96,95,96,100,96
CCOC(=O)c1cc(C(=O)c2cc(OC)c(OC)c(OC)c2)n2ncc3ccccc3c12,88,74,81,73,79,87,82,84,nt
CCOC(=O)c1ccc(NC(=O)CSc2nnc(Cc3ccccc3Nc3c(Cl)cccc3Cl)o2)cc1,95,104,98,93,76,96,95,87,89
CC(=O)c1nnn(-c2ccc(S(N)(=O)=O)cc2)c1C,93,91,98,100,nt,99,99,93,90

# Among those listed so far, two contain a thiophene ring, fused or not:
SMILES,SNB-19,A498,U251,SF-295,SNB-75,SF-539,NCI-H23,SF-268,CAKI-1
CCOC(=O)c1n[nH]n2c1nc(=O)c1sc3ccccc3c12,110,117,96,102,93,99,86,114,75
O=C(Oc1ccc2c(c1)sc1nc(-c3ccccc3)[nH]c(=O)c12)C(F)(F)F,46,24,29,52,11,28,53,44,19

# New compounds follow.
SMILES,SNB-19,A498,U251,SF-295,SNB-75,SF-539,NCI-H23,SF-268,CAKI-1
CC(C)(CCO)c1ccccc1,101,94,94,111,121,107,105,100,96
Nc1cc(-c2ccc(Cl)cc2)nn1-c1nc(-c2ccc(F)cc2)cs1,100,95,93,103,83,108,93,97,93
CC(C)=CCCC(C)O (stereo not given),101,90,nt,92,94,103,nt,108,96
CCCS(=O)(=O)Nc1ccc(OCc2nnc(-c3ccc(OC)cc3)o2)c(F)c1,81,66,93,95,81,102,103,92,82
CC(=O)c1c(C)nc(SCC(=O)Nc2ccccc2)n1-c1ccc(Cl)cc1,98,87,95,93,80,107,99,98,89
CCCCCc1ccc(S(=O)(=O)Nc2cc(-c3csc(N(C)C(C)=O)n3)ccc2N2CCN(C)CC2)cc1,41,104,20,-10*,40,-59*,44,73,39
O=C1Nc2ccccc2SC1c1ccccc1 (stereo not given),94,105,84,557,65,114,75,89,nt
COc1cccc(CNCc2cccc(OC)c2O)c1O,97,62,94,98,82,99,104,104,98
COc1ccc(-c2nn3c(-c4cc(Cl)cc(Cl)c4Cl)nnc3s2)cc1,92,111,96,87,78,94,89,100,52
O=C1/C(=C/c2cccc(OCc3ccc(Cl)cc3)c2)N=C2OCCCN12,97,89,91,98,94,95,99,96,nt
CCCCSCN1CCN(c2ccc(C)cc2)CC1,96,106,99,104,nt,98,95,95,98
CN(C)Cc1cc(C(C)(C)C)cc(Cl)c1O,104,95,94,98,109,102,89,99,106
CC(=O)c1cccc(NC(=O)c2sc3nc4c(cc3c2N)C(=O)CCC4)c1,100,87,nt,91,94,101,99,110,nt
CCC(c1ccc(Br)cc1)C(C(N)=O)c1ccc(OC)cc1 (stereo not given),109,121,105,110,98,109,101,105,106
CCCCOC(=O)N1CCCCC1CC (stereo not given),106,93,92,nt,91,90,117,nt,nt
COc1ccc(-n2c(SCC(=O)Nc3ccc(-c4nc5ccc([N+](=O)[O-])cc5[nH]4)cc3)nc3ccccc3c2=O)cc1,85,nt,94,87,87,90,nt,94,90
COc1ccc2c(c1)CC/C(=C\c1ccncc1)C2=O,93,88,85,89,84,86,77,99,81
Cc1sc2c(c1C)c(=O)nc1c(C#N)n[nH]n12,100,91,93,102,75,98,99,97,nt
O=C(O)c1cn(C2CC2)c2cc(N3CCN(C(=O)CN4C(=O)S/C(=C/c5cccc6ccccc56)C4=O)CC3)c(F)cc2c1=O,94,106,103,109,89,96,99,107,94
N#CC1=C(N)Oc2[nH]c(=S)sc2C1c1c[nH]c2ccccc12 (stereo not given),97,87,94,111,77,102,85,94,nt
COc1ccccc1Nc1nnc(-c2ccccc2O)o1,92,100,94,100,99,107,95,99,nt
Cc1ccc(S(=O)(=O)NNC(=O)/C(=C\c2ccc(Cl)cc2)c2nc3ccccc3s2)cc1,88,nt,98,103,68,104,96,92,84
CC(Nc1nc(CNc2ccc(S(N)(=O)=O)cc2)nc2ccccc12)C(=O)O (stereo not given),105,107,99,99,82,97,nt,103,86
COc1cc2oc(-c3cccc(C(=O)Nc4ccc(Cl)cc4)c3)cc(=O)c2c(O)c1OC,28,nt,23,52,24,55,73,29,55
CCOC(=O)C1=C(c2ccccc2)NC(=O)NC1CN1C(=O)c2ccccc2C1=O (stereo not given),107,118,102,115,99,106,94,94,105
CCn1nc(-c2ccc(C(=O)OC)cc2)nc2c(=O)n(C)c(=O)nc1-2,57,108,41,37,-44*,2.0*,104,61,64
